Compound activity as filed in PubChem.
Apoferritin bind = candidate novel general anesthetic via apoferritin binding; P02791; apoferritin/1-aminoanthracene competitive binding, fluorescence; Potency, µM (highest dose often 77.5 µM), for inactives: top-dose activity change, negative = displacement, hits mostly inhibitors; 350,000 compounds, 0.074% hits; also: potency is read from the fitted curve at half-maximal effect; % is scaled to controls: 0 for no effect and ±100 for the full control effect; nearly all actives have a fitted effect of over 20% in size
Target sequence (P02791 2-175 limits assumed): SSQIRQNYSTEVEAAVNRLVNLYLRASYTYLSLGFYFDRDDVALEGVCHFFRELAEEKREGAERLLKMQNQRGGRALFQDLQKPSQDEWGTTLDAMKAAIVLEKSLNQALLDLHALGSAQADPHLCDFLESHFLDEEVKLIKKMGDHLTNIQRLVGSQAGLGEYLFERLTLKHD
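Concentration-response curves derived by four-parameter Hill fitting of normalized fluorescence, where compounds displaced 1-AMA from 10 uM horse apoferritin following a brief 10 min room-temperature incubation; propofol titration acted as positive control.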
ERG-DNA inh = inhibitors of human ERG Ets domain-DNA interaction. AID 624246. P11308. Potency, µM (top dose mostly 76.9 µM), without a hit: at the top dose FP activity, negative = inhibition, actives largely listed as inhibitors. 370,000 compounds, 0.028% hits. fluorescence polarization, His-ERG Ets domain / labelled DNA; active = well fitted inhibition curve with a large enough effect in the polarisation, with a control signal flat; inconclusive = small, poorly fitted or top-dose-only effect, or effect the other way, or a change in a side signal; inactive = no such curve, though single readings can be large or run the other way; the % refers to the polarisation;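 also: polarization taken with two DNA probes labelled with fluorescein and Texas red; potency is read from the fitted curve at half-maximal effect; % of control where 0% means no effect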
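His-tagged ERG Ets domain (1 uM in the protein solution; 300mM KCl, 50mM Tris-HCl, 1mM EDTA, 1mM DTT, pH 7.5) received compound, then a probe mix of 5 nM fluorescein-DNA and 100nM Texas-615-DNA. Fluorescence polarization was read for both dyes.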
12-LOX inh = blocks human arachidonate 12S-lipoxygenase | P18054 | 580,000 compounds, 1.1% hits | Potency, µM (doses to about 108 µM), for inactives: top-dose activity change, negative = inhibition, most hits filed as inhibitors | purified 12hLO, xylenol orange hydroperoxide absorbance; also: potency is read from the fitted curve at half-maximal effect; % is scaled to controls: 0 for no effect and ±100 for the full control effect
Target sequence (P18054 whole entry, looked up): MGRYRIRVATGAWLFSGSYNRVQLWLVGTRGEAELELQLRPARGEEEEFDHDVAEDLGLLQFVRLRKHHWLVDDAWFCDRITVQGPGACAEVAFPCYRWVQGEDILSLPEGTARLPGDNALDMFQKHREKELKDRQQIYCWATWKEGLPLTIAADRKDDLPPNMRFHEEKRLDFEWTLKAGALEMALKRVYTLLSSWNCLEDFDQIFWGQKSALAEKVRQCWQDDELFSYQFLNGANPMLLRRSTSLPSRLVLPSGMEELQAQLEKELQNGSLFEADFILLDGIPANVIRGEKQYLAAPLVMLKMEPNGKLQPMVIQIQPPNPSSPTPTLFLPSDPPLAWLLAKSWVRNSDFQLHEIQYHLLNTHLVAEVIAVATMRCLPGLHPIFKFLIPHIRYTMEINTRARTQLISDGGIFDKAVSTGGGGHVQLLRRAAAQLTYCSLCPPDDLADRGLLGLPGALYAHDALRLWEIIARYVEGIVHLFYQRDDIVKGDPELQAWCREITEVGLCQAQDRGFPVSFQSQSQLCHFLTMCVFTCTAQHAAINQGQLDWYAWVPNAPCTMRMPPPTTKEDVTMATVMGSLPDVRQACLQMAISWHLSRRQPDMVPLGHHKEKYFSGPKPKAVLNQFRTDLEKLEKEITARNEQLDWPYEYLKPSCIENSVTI
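Purified human 12hLO at 150 nM in 25 mM Hepes, 0.01% Triton X-100, pH 7.0, preincubated 15 min at room temperature with compound. Reaction started with 40 uM arachidonic acid, 30 min at room temperature. Hydroperoxide measured by Fe-xylenol orange, 573/405 nm absorbance ratio.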
TRHR ag = activates the human TRH receptor; P34981; TRHR cells, calcium flux fluo-8, FDSS agonist mode; activation, % at 2 µM; 360,000 compounds, 0.18% hits; in the data active = activation above about 30%; also: 0% is about no effect
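Read-out: compound-evoked intracellular calcium rise in TRHR cells, fluo-8 dye, kinetic FDSS fluorescence at 1 s/cycle following a 10-cycle baseline. Cells cultured overnight before dye loading (30 min–1.5 h, RT).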
Pol beta inh = DNA polymerase beta (human) inhibition; 340,000 compounds, 1.3% hits; Potency, µM (series often up to 114 µM), for the others: at the top dose activity change, negative = inhibition, actives largely listed as inhibitors; P06746; Pol beta primer extension/strand displacement, fluorescence kinetic; also: potency is read from the fitted curve at half-maximal effect; % is scaled to controls: 0 for no effect and ±100 for the full control effect
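Homogeneous kinetic assay of primer extension and strand displacement by 10 nM Pol beta, preincubated 15 min at room temperature with compound before 50 nM substrate (final) was added. Read at 0 and 10 min; four-parameter Hill fit.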
Pol kappa inh = blocks human DNA polymerase kappa activity. Q9UBT6. purified Pol kappa, fluorescent DNA synthesis assay, 10 min. Potency, µM (top dose mostly 107 µM), for the others: top-dose activity, negative = inhibition, most hits filed as inhibitors. 400,000 compounds, 0.53% hits. AID 588579; also: potency is read from the fitted curve at half-maximal effect; % is scaled to controls: 0 for no effect and ±100 for the full control effect
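Pol kappa 10 nM + cpd, 15 min RT; start w/ substrate 50 nM final; fluorescence kinetic read, 0 and 10 min. Neg ctrl: buffer, no enzyme.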
POLI inh = DNA polymerase iota (human) inhibition | Pol iota fluorescent replication assay, 10 min | Potency, µM (titrated, usually from 115 µM), without a hit: top-dose activity, negative = inhibition, usual class: inhibitors | 390,000 compounds, 1% hits | AID 588590; also: potency is read from the fitted curve at half-maximal effect
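Fluorescent replication assay read twice, at 0 min and 10 min after adding 50 nM (final) substrate. Enzyme (10 nM) and compounds were first incubated 15 min at room temperature; enzyme-free buffer wells were negative controls.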
APEX1 inh = inhibitors of human APE1 endonuclease. P27695. recombinant APE1, TAMRA/BHQ-2 abasic DNA cleavage fluorescence. Potency, µM (doses to about 65.8 µM), inactives show top-dose activity change, negative = inhibition, usual class: inhibitors. 350,000 compounds, 0.35% hits. AID 2517;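 also: potency is read from the fitted curve at half-maximal effect; plate controls were vehicle for no effect and reference inhibitor for full effect; nearly all actives have a fitted effect of over 55% in size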
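Incision of a quenched TAMRA/BHQ-2 THF abasic-site duplex (50 nM) by 0.75 nM APE1, after 15 min compound preincubation, measured as fluorescence increase over three 60 s reads. Values normalized to buffer, DMSO and NSC13755 control wells.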
BLM inh = Bloom syndrome helicase (human) inhibition | recombinant BLM DNA unwinding, fluorescence dequenching | Potency, µM (top dose mostly 56.1 µM), for the others: at the top dose activity change, negative = inhibition, most hits filed as inhibitors | 350,000 compounds, 0.2% hits;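 also: potency is read from the fitted curve at half-maximal effect; plate controls were vehicle for no effect and no enzyme for full effect; nearly all actives have a fitted effect of over 35% in size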
The depositor's hits bear a star; ? = inconclusive; / = no result given; [ ] = another dose, or the depositor's remark. Unless noted, calls follow the shape of the dose curve; as a rule, active = well fitted curve in the direction sought with a large enough effect; inconclusive = small, poorly fitted or top-dose-only effect, or another doubt; inactive = no such curve, though single readings can be large; an effect the other way counts as inactive or inconclusive.

Every second line gives: Apoferritin bind | ERG-DNA inh | 12-LOX inh | TRHR ag | Pol beta inh | Pol kappa inh | POLI inh | APEX1 inh | BLM inh
- Cc1ccc(C)c(NC(=S)N2CCC(NC(=O)C3CCCCC3)CC2)c1
  -13% | -4% | -17% | -0.3 | 45% | -5% | 139%[activator] | 47%[activator] | -5%
- Cc1cc(C)cc(NC(=O)CSc2nnc(CNC(=O)c3c(F)cccc3Cl)o2)c1
  ? | 8% | -27% | -1.0 | 12% | 14% | 14% | / | 2%
- COc1ccc([C@H]2CC(=O)C=C(c3ccccc3OC)C2)cc1OC
  / | 1% | -5% | 0.2 | / | -3% | 22% | -3% | /
- COc1ccc(-c2nn(-c3ccccc3)cc2C(=O)O)cc1N
  -4% | 2% | ? | -0.3 | -23% | -20% | 9% | 31% | 0%
- Cn1c(=O)c2c(nc(OCc3cccnc3)n2Cc2c(F)cccc2Cl)n(C)c1=O
  -5% | -2% | 0% | -0.9 | -13% | 9% | ? | 1% | 3%
- CC(/C=C\c1ccccc1)=C/C(=O)O
  3% | -9% | 4% | -1.0 | -6% | 3% | 136%[activator] | -1% | 0%
- CCOC(=O)C1CCN(c2nc(C)cc(C)c2C#N)CC1
  -17% | 3% | -2% | -0.9 | 1% | -3% | 18% | -4% | -10%
- COc1cccc(C2=CC(=O)C(C(C)(C)C)N2C(C)(C)C)c1 (stereo not given)
  / | 9% | 16% | / | / | 7% | -11% | / | /
- CC(=O)c1cccc(NC(=O)CCc2nnc3ccc(N4CCN(C)CC4)nn23)c1
  -4% | -8% | 6% | 0.2 | 29% | -24% | 1% | 34% | 3%
- C=CCc1cc(OC)ccc1OCCOCCC(C(=O)OCC)C(=O)OCC
  -11% | -8% | -25% | -0.3 | -2% | -11% | 7% | -6% | -5%
- O=C(NC1CCCN(CCc2ccccc2)C1)c1c(F)cccc1F (stereo not given)
  -4% | -1% | -23% | 0.5 | 1% | -3% | 15% | -8% | 4%
- CC1CCCCN1CCCNC(=O)C1CCN(c2nc3ccccc3o2)CC1 (stereo not given)
  0% | 2% | -18% | 0.1 | -8% | -4% | -17% | -2% | 2%
- COc1ccc2[nH]c(C(=O)N(C)c3ccc(F)cc3F)cc2c1
  -5% | 3% | 157%[activator] | 0.2 | -24% | -8% | 138%[activator] | 2% | 0%
- CN(C)S(=O)(=O)NCCNc1ccc(C(F)(F)F)cc1[N+](=O)[O-]
  -20% | -6% | 3% | 0.2 | 1% | -9% | -24% | -1% | -6%
- S=c1[nH]nc(-c2ccc(Cl)cc2)n1-c1ccc(Cl)cc1
  -6% | 6% | 10µM* | 0.1 | 23% | -7% | 108%[activator] | 7% | -3%

Quoted from the listing:
For POLI inh, COc1cccc(C2=CC(=O)C(C(C)(C)C)N2C(C)(C)C)c1 (stereo not given) is listed with -11%
For 12-LOX inh, S=c1[nH]nc(-c2ccc(Cl)cc2)n1-c1ccc(Cl)cc1 is listed with 10µM*
For ERG-DNA inh, Cn1c(=O)c2c(nc(OCc3cccnc3)n2Cc2c(F)cccc2Cl)n(C)c1=O is listed with -2%
For ERG-DNA inh, Cc1cc(C)cc(NC(=O)CSc2nnc(CNC(=O)c3c(F)cccc3Cl)o2)c1 is listed with 8%

Following part:
Every second line gives: Apoferritin bind | ERG-DNA inh | 12-LOX inh | TRHR ag | Pol beta inh | Pol kappa inh | POLI inh | APEX1 inh | BLM inh
- CCOC(=O)c1[nH]ncc1CN1CCCC(C(=O)c2cccc3ccccc23)C1 (stereo not given)
  -20% | 5% | -2% | 0.5 | 17% | -2%[60.1 µM] | 7% | 16% | 5%
- COc1ccc2[nH]c(=O)c(CN(CC3CCCO3)C(=O)Nc3ccccc3)cc2c1 (stereo not given)
  -12% | -12% | 0% | -0.1 | 29% | 0% | 25% | 1% | 3%
- CC(=O)OC1C[C@]2(C)[C@@H](CC(O)C3[C@]4(C)CCC(O)C(C)[C@@H]4CC[C@]32C)/C1=C(/CCC=C(C)C)C(=O)O (stereo not given in full)
  -1% | / | / | / | / | -2%[60.1 µM] | / | -1% | -6%
- O=C(CSc1nc2ccccc2c(=O)n1Cc1ccco1)NCc1ccco1
  -10% | / | ? | -0.7 | ? | ? | 32µM* | 2% | -12%
- Cc1ccc(S(=O)(=O)NCCC(=O)NCC(=O)Nc2c(C)cccc2C)cc1C
  / | -19% | 0% | -0.3 | / | 1% | 18% | -4% | /
- O=C(COc1ccc(Cl)cc1)NCCc1csc(-c2ccc(F)cc2)n1
  -9% | 0% | -31% | -0.3 | -5% | -9%[60.1 µM] | -11% | / | -1%
- O=C(Nc1ccccc1Cl)c1cccc(NS(=O)(=O)c2ccccc2)c1
  ? | / | / | -0.6 | 0% | / | / | 0% | -1%
- O=C(Nc1ccc(F)c(Cl)c1)N1CCCC1
  -4% | -12% | -3% | 0.9 | 5% | -2% | 6% | 2% | -3%
- CCCCn1cc(S(=O)(=O)c2ccc(C)c(C)c2)c(=O)c2cc(F)c(N3CCN(C)CC3)cc21
  -11% | 1% | 5% | 0.1 | 1% | -11% | 32%[activator] | / | 1%
- COc1ncnc2c1sc1nc(-c3ccccc3)c3c(c12)CCCC3
  8% | -4% | -7% | -1.3 | 7% | -10% | -12% | 1% | -4%
- CC1(C(=O)OCC(=O)Nc2ccc(C(N)=O)cc2)CC1(Cl)Cl (stereo not given)
  -6% | -1% | -10% | 1.6 | -2% | -11% | 27% | ? | -1%
- COc1cccc(C(c2sc3ncnn3c2O)N2CC(C)OC(C)C2)c1 (stereo not given)
  2% | 18% | -1% | -0.3 | 11% | -13% | 2% | -6% | -5%
- Cc1ccc(O)c(CCc2ccccc2)n1
  -1% | -5% | -19% | -1.3 | -1% | -3% | 4% | 4% | 4%
- CCn1c(=O)c2c3c(sc2n(C)c1=O)CCC3
  -11% | -3% | ? | -0.3 | 19% | -1% | -15% | -7% | -1%
- COC(=O)C1(C)NC(c2cccs2)C2C(=O)N(c3ccccc3F)C(=O)C21 (stereo not given)
  -4% | -2% | ? | 0.4 | 22% | -6% | 3% | -7% | 2%

The list goes on; it opens with the four that closed the last part.
Every second line gives: Apoferritin bind | ERG-DNA inh | 12-LOX inh | TRHR ag | Pol beta inh | Pol kappa inh | POLI inh | APEX1 inh | BLM inh
- COc1cccc(C(c2sc3ncnn3c2O)N2CC(C)OC(C)C2)c1 (stereo not given)
  2% | 18% | -1% | -0.3 | 11% | -13% | 2% | -6% | -5%
- Cc1ccc(O)c(CCc2ccccc2)n1
  -1% | -5% | -19% | -1.3 | -1% | -3% | 4% | 4% | 4%
- CCn1c(=O)c2c3c(sc2n(C)c1=O)CCC3
  -11% | -3% | ? | -0.3 | 19% | -1% | -15% | -7% | -1%
- COC(=O)C1(C)NC(c2cccs2)C2C(=O)N(c3ccccc3F)C(=O)C21 (stereo not given)
  -4% | -2% | ? | 0.4 | 22% | -6% | 3% | -7% | 2%
- CCOc1ncccc1C(=O)OCc1cccc([N+](=O)[O-])c1
  -6% | -3% | -5% | -0.6 | 14% | -9% | 22% | 16% | -2%
- CN1C(=O)c2ccc(NC(=O)c3cccc4ccccc34)cc2C1=O
  -2% | -4% | 28% | -0.5 | 1% | -19% | 5% | -2% | -15%
- O=C(CN1CCN(c2ccc(Cl)cc2)CC1)c1ccc2c(c1)OCO2
  -20% | -2% | -7% | -1.0 | 4% | -9% | 1% | 2% | -11%
- Cc1cccc(NC(=O)C2CCCN(C(=O)Nc3ccc(F)cc3)C2)c1 (stereo not given)
  -1% | 11% | -3% | -1.0 | -28% | 1% | -4% | 22% | -3%
- CCC1CCCCN1Cc1ccc(OC)c(C)c1 (stereo not given)
  -2% | / | ? | 3.7 | 3% | 1% | 13% | 1% | 3%
- CCN(C(=O)CN1C(=O)NC(c2ccccc2)(c2ccc(C)c(C)c2)C1=O)C1CCCCC1 (stereo not given)
  / | -7% | 17% | -0.3 | / | -19% | 27% | 7% | /
- Cc1ccc(-n2cnc3c(sc4nc(N5CCOCC5)c5c(c43)CCCC5)c2=O)cc1
  0% | -9% | 112%[activator] | 0.4 | 2% | 11% | 39%[activator] | 3% | 0%
- Cc1ccc(NC(=O)CCS(=O)(=O)c2ccc3c(c2)NC(=O)C(C)S3)cc1Cl (stereo not given)
  -3% | 9% | -8% | 0.2 | -2% | 0% | 3% | 17% | -2%
- CCNS(=O)(=O)c1ccc(CCC(N)=O)cc1
  -3% | 2% | -11% | 0.1 | 22% | -12% | ? | -6% | 0%
- COc1c2c(nc3occc13)C(CC=C(C)C)(OC)C(OC(C)=O)CC2 (stereo not given)
  -4% | -1% | 0% | -0.6 | 2% | -5% | -4% | 11% | -5%
- CCOC(=O)c1sc2ccccc2c1S(=O)(=O)Nc1ccc(CC)cc1
  ? | 0% | -20% | 0.6 | 4% | -16%[60.1 µM] | 6% | / | -3%
- COCC(=O)N1CCC[C@@]2(CCN(Cc3cc(C(F)(F)F)cc(C(F)(F)F)c3)C2)C1
  / | / | 17%[57.4 µM] | / | / | -6%[60.1 µM] | / | 9% | -15%
- COc1cccc(CN(C)CC(=O)NNC(=O)c2ccc(Cl)cc2)c1
  ? | 8% | -5% | -1.0 | 7% | 0% | 4% | 1% | 3%
- COc1cc(/C=C/C(=O)OCC(=O)Nc2ccc3c(c2)OCCO3)ccc1O
  -1% | 8% | -14% | 0.7 | 0% | -11% | 40%[activator] | 2% | -9%
- CC(C)(C)c1ccc(C(=O)N2CCN(c3ncccn3)CC2)cc1
  -5% | -10% | 6% | -0.4 | -2% | 2% | -26% | 19% | -4%
- CN(C)CCNC(=O)c1ccccc1-c1ccccc1
  5% | -7% | 0% | 0.2 | 4% | -1% | -7% | 5% | 0%
- OC1(c2ccc(Br)cc2)CCNCC1
  -6% | 3% | ? | 0.5 | 10% | -2% | ? | 0% | 0%

These rows are one share of the data (hit frequency here may not be typical).
